# GLP1R inv ag – qHTS of GLP-1 Receptor Inverse Agonists (Inhibition Mode); Glucagon-like peptide 1 receptor (Homo sapiens), P43220; HEK293 GLP-1R CRE-luciferase, luminescence, 24 h; GLP-1R form is constitutively active; Potency, µM (highest dose often 38.3 µM), for inactives: at the top dose activity change, negative = inhibition, hits mostly inhibitors; hit rate 1.6% among 410,000; AID 624417, 2012; also: potency is read from the fitted curve at half-maximal effect; % is scaled to controls: 0 for no effect and ±100 for the full control effect; nearly all actives have a fitted effect of over 55% in size
# Target sequence (P43220 whole entry, looked up): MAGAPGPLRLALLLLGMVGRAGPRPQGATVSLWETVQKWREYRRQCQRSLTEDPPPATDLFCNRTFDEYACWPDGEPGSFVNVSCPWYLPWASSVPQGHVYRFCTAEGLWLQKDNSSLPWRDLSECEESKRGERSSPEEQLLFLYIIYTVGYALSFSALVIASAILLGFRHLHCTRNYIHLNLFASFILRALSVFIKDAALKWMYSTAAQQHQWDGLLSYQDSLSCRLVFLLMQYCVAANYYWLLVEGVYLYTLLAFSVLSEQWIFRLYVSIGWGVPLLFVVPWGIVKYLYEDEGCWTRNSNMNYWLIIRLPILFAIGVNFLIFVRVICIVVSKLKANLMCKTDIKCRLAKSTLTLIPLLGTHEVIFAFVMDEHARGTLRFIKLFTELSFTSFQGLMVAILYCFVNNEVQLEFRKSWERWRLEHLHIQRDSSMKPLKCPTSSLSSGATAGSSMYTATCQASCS
#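 GLP-1R inverse agonism mode: basal reporter luminescence in engineered HEK293 cells measured after one day of compound exposure at 37 deg C, with a 12 min room-temperature detection step.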
# HEK293 tox – qHTS of GLP-1 Receptor Inverse Agonists: Cytotox Screen; HEK293 cAMP-luciferase reporter cells, luminescence, 24 h; Potency, µM (highest dose often 38.3 µM), without a hit: top-dose activity change, negative = inhibition, hits mostly inhibitors; hit rate 0.13% among 410,000;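 also: loss of luciferase light is scored as toxicity; potency is read from the fitted curve at half-maximal effect; % is scaled to controls: 0 for no effect and ±100 for the full control effect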
#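 MLSMR compounds, 24 hr on cells at 37 deg C/5% CO2; luminescence after luciferase reagent (12 min RT). Inhibition counted as the undesired cytotoxic outcome.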
# DRD3 agonist – qHTS of D3 Dopamine Receptor Agonist: qHTS; max activation, %; D3R DiscoveRx beta-arrestin cells, luminescence, 90 min; D(3) dopamine receptor (Homo sapiens), P35462; AID 652048, 2013; hit rate 0.58% among 410,000; in the data active = max activation above about 30%; also: 0% is about no effect; mostly tested at two doses, the higher about 12 µM
# Target sequence (P35462 whole entry, looked up): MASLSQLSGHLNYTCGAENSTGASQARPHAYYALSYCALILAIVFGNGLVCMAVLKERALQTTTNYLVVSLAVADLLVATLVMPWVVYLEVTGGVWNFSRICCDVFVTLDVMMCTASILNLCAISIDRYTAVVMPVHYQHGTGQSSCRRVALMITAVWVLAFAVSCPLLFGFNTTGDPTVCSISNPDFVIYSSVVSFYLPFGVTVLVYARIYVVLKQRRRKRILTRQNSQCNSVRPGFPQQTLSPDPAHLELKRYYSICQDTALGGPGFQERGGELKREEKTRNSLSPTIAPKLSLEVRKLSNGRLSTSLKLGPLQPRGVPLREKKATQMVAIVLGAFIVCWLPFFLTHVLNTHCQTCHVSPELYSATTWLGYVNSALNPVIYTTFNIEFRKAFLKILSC
#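 Agonist-mode cell screen: cells plated at 1500/well and incubated overnight at 37 °C, then exposed to library compounds for 90 min at 37 °C. Detection reagent was added for 30–60 min at room temperature, and luminescence was read.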
# * = called active by the depositor; ? = inconclusive; [ ] = dose if it differs, or a comment. Unless noted, calls follow the shape of the dose curve; as a rule, active = well fitted curve in the direction sought with a large enough effect; inconclusive = small, poorly fitted or top-dose-only effect, or another doubt; inactive = no such curve, though single readings can be large; an effect the other way counts as inactive or inconclusive. Not all compounds are listed; the hit share may differ from the screen's.
# Order of values – GLP1R inv ag	HEK293 tox	DRD3 agonist
CCc1cccc(C)c1NS(=O)(=O)c1c(C(=O)N2CCCCCC2)c(C)n(C)c1C
 : -37%	-6%	4
O=C(COc1ccc(F)cc1)Nc1ccc(S(=O)(=O)N(Cc2ccccc2)c2ccccc2)cc1
 : ?	-10%	-18
COc1ccc(-c2nc3sc(CCNC(=O)C(=O)Nc4ccc(C)c(F)c4)c(C)n3n2)cc1
 : 3%	7%	9
CCCCc1ccc(NC(=O)CSc2nnc3[nH]c(=O)cc(C)n23)cc1
 : 5%	-11%	2
CCOc1ccc(OCC)c(NC(=O)c2cnn(-c3ccc(F)cc3)c2C2CCN(C(=O)OC(C)(C)C)CC2)c1
 : 3%	20%	4
NC(=O)CSc1nc2ccc(NC(=O)COc3ccccc3)cc2s1
 : -23%	-11%	7
Cc1nn(CCCC(=O)NCCc2ccc(Cl)cc2)c(=O)c2c1sc1ccccc12
 : 1%	-3%	-2
COCCn1ccc2c(OCC(=O)Nc3c(C)cc(C)cc3C)cccc2c1=O
 : -11%	-5%	0
COc1ccc(-c2noc(Cn3c(=O)c4ccccc4n(CC(=O)Nc4cccc(C(F)(F)F)c4)c3=O)n2)cc1
 : ?	-3%	-8
CCCCC(=O)Nc1cc(-c2cn3cccnc3n2)ccc1C
 : 11%	1%	-13
O=C(COc1ccccc1)OCc1cc(=O)n2nc(C3CC3)sc2n1
 : 4%	4%	74*
Cc1noc(-c2ccccc2OCC(=O)Nc2ccccc2[N+](=O)[O-])n1
 : 30%[activator]	8%	2
COc1ccccc1-c1cc(NC(=O)COc2ccccc2Cl)n(-c2ccccc2)n1
 : 4%	2%	-1
CCOc1ccc2ncc3c(-c4ccccc4)nn(CC(=O)Nc4cccc(F)c4)c3c2c1
 : 4%	9%	3
Cc1ccc(-n2ncc(C(=O)N3CCN(C(=O)c4ccco4)CC3)c2C2CCN(C(=O)OC(C)(C)C)CC2)cc1
 : -4%	2%	-5
CC(C)NC(=O)Nc1ccc2c(c1)N(C)C(=O)c1ccccc1S2
 : -12%	-11%	4
Cc1ccc(Cn2c(C)c(CNCc3ccc(OC(C)C)cc3)c(C(=O)O)c2C)cc1
 : 10%	5%	-9
O=C(CCc1ccccc1)NCc1ccc2c(c1)CCN2C(=O)c1ccc(Cl)cc1
 : 8%	4%	-16
CCC(C(=O)NCc1ccccc1)n1ncn2c(cc3occc32)c1=O (configuration not stated)
 : 18%	-1%	6
CCOC(=O)N1CCc2c(sc3c2c(=O)n(-c2ccc(CC)cc2)c(=O)n3Cc2cc(C)ccc2C)C1
 : 5%	-1%	6
O=C(c1cccs1)N(Cc1cccnc1)c1nc2ccc(F)cc2s1
 : 4%	-7%	-8
Cc1cccc(-c2nc3cc(NC(=O)COc4ccccc4F)ccc3o2)c1
 : 23%	-8%	25
COc1ccc(C2Nc3ccccc3-c3nnc(SC)nc3O2)cc1C (configuration not stated)
 : -2%	-13%	10
CCOc1cccc2sc(N3CCN(C(=O)c4ccco4)CC3)nc12
 : 5%	14%	1
CCNC(=O)c1ccc(CSc2nc3cccnc3n2Cc2ccc(OC)cc2)cc1
 : 8%	12%	-11
CC(C)OCCCn1c(SCc2cccc(Br)c2)nc2c(sc3ccccc32)c1=O
 : 2%	23%	-21
CCOc1c(CC2C(=O)Nc3ccc(Br)cc32)cccc1OC (configuration not stated)
 : -18%	0%	-1
O=C(NCCc1ccccc1)c1ccc2nc(N3CCCCC3)sc2c1
 : 16%	2%	-7
CC(=O)c1ccc(NC(=O)CCSc2nc(-c3ccco3)cc(C(F)(F)F)n2)cc1
 : -2%	-18%	16
CCOC(=O)c1cccc(NC(=O)CCSCCc2ccccn2)c1
 : 7%	2%	7
Cc1ccc(C)c(N2CCN(c3nc4ccc(C)cc4nc3-n3nc(C)cc3C)CC2)c1
 : 5%	-12%	1
CC(C)CCNc1nc(Nc2ccccc2)c2cnn(C)c2n1
 : -23%	-6%	-16
CN(CC(=O)Nc1cccc(Cl)c1)S(=O)(=O)c1ccc2[nH]c3c(c2c1)CCCC3
 : ?	-2%	4
CCCc1cc(=O)oc2cc(C)c3c(-c4ccccc4)coc3c12
 : ?	-6%	-2
CC(=O)N1c2ccccc2C(=O)C1N1CCN(c2ccc(F)cc2)CC1 (configuration not stated)
 : -6%	0%	0
CCOc1ccccc1C(=O)N1CC(=O)Nc2ccc(Cl)cc2C1c1ccccc1 (configuration not stated)
 : ?	3%	-4
CCCCN(C)C(=O)Cn1ncc2c([nH]c3ccc(C)cc32)c1=O
 : 5%	-7%	6
CCC(=O)C1=C(c2ccc(F)cc2)N(C(=O)CC)n2cnnc2S1
 : -29%	-21%	-20
CCOc1ccc2nc(N3CCCC(C(=O)Nc4ccc(CC)cc4)C3)sc2c1 (configuration not stated)
 : -10%	-17%	6
CC(=O)N1CCCc2cc(S(=O)(=O)N3CCC(C(=O)NC4CCCCC4)CC3)ccc21
 : 12%	6%	9
CCc1ccc(Nc2nc3ccccc3c3nnc(C)n23)cc1
 : 4%	2%	9
N#Cc1ccc(C(=O)NCc2ccc3c(c2)CCN3C(=O)c2ccc(F)cc2)cc1
 : 2%	-1%	6
O=C(Nc1cccc(Cl)c1)C1CCN(S(=O)(=O)Cc2ccccc2)CC1
 : -14%	3%	-2
COc1ccc(CNC(=O)c2cccc(N3CCCS3(=O)=O)c2)cc1
 : 1%	3%	-15
Cc1ccccc1CNC(=O)CN1C(=O)CSc2ccc(S(=O)(=O)N(C)C)cc21
 : -1%	4%	-12
Cc1ccc(CNc2ncnc3c2cnn3-c2ccc(C)cc2C)cc1
 : ?	-10%	5
CCN(C(=O)CSc1nc2ccccc2n1CC(=O)Nc1ccc(F)cc1F)c1ccccc1
 : -23%	-20%	-13
Cc1cc(S(=O)(=O)Nc2ccc(-c3ccc(N4CCCCC4)nn3)cc2)c(C)cc1Cl
 : 7.1µM*	-13%	21
Cc1ccc(Nc2nc3ccc(C(=O)c4ccccc4)cc3n3c(C)nnc23)c(C)c1
 : 4%	5%	6
Cc1ccccc1CN1C(=O)c2ccccc2S(=O)c2ccc(C(=O)NCc3ccccc3)cc21 (configuration not stated)
 : -29%	0%	1
COc1ccc(C2CC(=O)N3CN(C4CCCCC4)CSC3=C2C#N)c(OC)c1 (configuration not stated)
 : 4%	-5%	3
Cc1c(Cl)cccc1NC(=O)NCc1c(-n2cccc2)sc2c1CCCC2
 : 8%	3%	4
CSc1ncc(C(=O)Nc2cccc(Cl)c2C)c(-c2ccccc2)n1
 : 6%	3%	-14
CC1=C(C(=O)NCc2cccc(Cl)c2)C2(CCCCCC2)OC1=O
 : ?	-9%	-16
O=C(NCCC1=CCCCC1)c1ccc2c(c1)N(Cc1ccc(F)cc1)C(=O)c1ccccc1S2(=O)=O
 : ?	-16%	-17
Cc1ccc(-n2c(=O)c3c(cnn3C)n(CC(=O)Nc3cc(C)ccc3C)c2=O)cc1
 : 1%	-6%	-3
Cc1oc2ncn(CC(C)C)c(=O)c2c1C(=O)N(Cc1ccccc1)C(C)C
 : -29%	-11%	5
CCOc1ccc(-n2c(SCC(=O)Nc3ccc(CC)cc3)nc3c(oc4ccccc43)c2=O)cc1
 : 3%	2%	-3
COc1ccc(-c2cn3nc(SCC(=O)Nc4cc(C)cc(C)c4)ccc3n2)cc1
 : 0%	5%	1
CC(=O)c1ccc(S(=O)(=O)N2CCn3cccc3C2c2ccc(C)cc2)cc1 (configuration not stated)
 : 4%	0%	-11

# Next section:
# Order of values – GLP1R inv ag	HEK293 tox	DRD3 agonist
CCCCNC(=O)c1ccc2c(c1)N=C(CC)c1ccccc1S2
 : ?	?	-12
CC(C)(C)OC(=O)N1CCC(c2c(C(=O)Nc3ccc4c(c3)OCCO4)cnn2-c2ccc(F)cc2F)CC1
 : ?	-10%	3
COc1ccc(-c2nc3scc(CCNS(=O)(=O)c4c(C)cc(C)cc4C)n3n2)cc1OC
 : 18%	-14%	-5
O=C(CSc1cn(CC(=O)N2CCCC2)c2ccccc12)Nc1cc(C(F)(F)F)ccc1Cl
 : ?	-4%	12
CCOC(=O)c1ccccc1Nc1nc2ccc(C)cc2n2nnnc12
 : 4%	3%	4
COCCCN1CCc2nc(SCC(=O)Nc3ccc(C)c(Cl)c3)[nH]c(=O)c2C1
 : 1%	13%	-13
CCOc1cc(C(=O)NCCc2csc(-c3ccc(C)cc3)n2)cc(OCC)c1OCC
 : -2%	2%	-8
CC(=O)c1ccc(N2CCN(C(=O)C3CCN(S(=O)(=O)c4cccc5nonc45)CC3)CC2)cc1
 : 5%	4%	-1
Cc1ccc2nc(NC(=O)c3nc(SCc4ccccc4C)ncc3Cl)sc2c1
 : -2%	5%	-9
CCOc1cccc2cc(-c3nc(-c4ccccc4C)no3)c(=O)oc12
 : 3%	-3%	10
CCOC(=O)c1cccc(NC(=O)Cn2c(=O)nc(-c3ccccc3F)c3cc(Cl)ccc32)c1
 : 11%	4%	5
CCOc1cc(C2C(C(=O)OC)=C(C)NC3=C2C(=O)c2ccccc23)ccc1OC (configuration not stated)
 : 51%[activator]	-27%	-18
CC1=C(C(=O)Nc2ccc(Cl)cc2)C(c2ccccc2C)n2ncc(C(=O)Nc3ccc(C)cc3)c2N1 (configuration not stated)
 : 2.8µM*	0%	-3
Cc1cccc(C)c1NC(=O)Cn1c(SCC(=O)NCc2ccccc2)nc2ccccc21
 : -28%	-11%	0
Cc1ccc(C)c(N2CCN(S(=O)(=O)c3ccc(C(=O)N(C)C)s3)CC2)c1
 : ?	-16%	-15
CCOc1ccc(-c2nc3c(c(SCC(=O)Nc4ccccc4C)n2)Cc2ccccc2O3)cc1
 : 9%	1%	-4
CCOC(=O)c1ccccc1NC(=O)N1CCN(Cc2cc(=O)n3nc(-c4ccccc4)sc3n2)CC1
 : 15%	2%	3
CCOc1ccc(NC(=O)NC(C)c2c(-n3cccc3)sc(C)c2C)cc1 (configuration not stated)
 : ?	-1%	4
COc1ccc(NC(=O)Cn2c(=O)n(-c3ccccc3)c(=O)c3ccc(C(=O)NCc4ccc5c(c4)OCO5)cc32)cc1
 : 1%	3%	-9
CN1C(C(=O)c2ccccc2)=C(NC(=O)c2ccc(F)cc2)c2ccccc2S1(=O)=O
 : -30%	26%	-9
CC(C)COc1ccc(C(=O)Nc2cc(-c3ccccc3)no2)cc1
 : 8%	6%	5
COc1ccc(Nc2cc(C(=O)NCCCN(C)C3CCCCC3)c3ccccc3n2)cc1
 : -29%	1%	-13
Cc1ccccc1Nc1c(-c2ccc(O)cc2)nc2c(C)cccn12
 : -26%	-13%	-4
CCN(C(=O)C1CCCN(c2ncnc3onc(-c4ccc(F)cc4)c23)C1)c1ccccc1 (configuration not stated)
 : 12%	1%	-12
CCOC(=O)C1=C(CN2CCN(c3ccc(Cl)cc3)CC2)NC(=O)NC1c1ccc(F)cc1 (configuration not stated)
 : 7%	2%	4
CCc1ccccc1NC(=O)N1CCCn2nc(C)cc21
 : 9%	-1%	5
CCN(CC)CCNC(=O)C1CCCN(c2nnc(C)c3c(C)n(-c4ccc(Cl)cc4)nc23)C1 (configuration not stated)
 : ?	-29%	-13
CC(=O)N1CCc2cc(CNS(=O)(=O)c3cccs3)ccc21
 : 2%	0%	8
Cc1ccc(S(N)(=O)=O)cc1NC(=O)c1c(-c2c(Cl)cccc2Cl)noc1C
 : 17%	13%	-7
CCOC(=O)c1cccc(NC(=O)CSc2nc3cc4ccccc4cc3[nH]2)c1
 : 9%	-8%	6
Cc1ccc(NC(=O)Nc2nnc(SCC(=O)N3CCC(C)CC3)s2)cc1
 : ?	?	7
CCc1cccc(NC(=O)c2ccc(CN3C(=O)C(C)=C(c4ccc(OC)cc4)S3(=O)=O)cc2)c1
 : 0%	9%	-18
Cc1ccc(Cl)cc1NC(=O)Nc1cccc(OCc2cc(=O)n3ccccc3n2)c1
 : -3%	6%	-14
CCc1ccc(NC(=O)Cn2nnc(C(=O)NCc3ccc(C)cc3)c2N)cc1
 : 1%	0%	7
CCC(=O)N1CCc2cc(Br)cc(S(=O)(=O)CCC(=O)Nc3cccc(CC)c3)c21
 : 2%	-9%	-8
COc1ccc(CCNC(=O)c2ccc3c(c2)N(Cc2c(F)cccc2Cl)C(=O)CS3)cc1OC
 : 7%	-8%	6

# Complete entries, looked up by structure.
# Shown for `CCC(=O)N1CCc2cc(Br)cc(S(=O)(=O)CCC(=O)Nc3cccc(CC)c3)c21` → GLP1R inv ag = 2%; HEK293 tox = -9%; DRD3 agonist = -8
# Shown for `CCc1ccc(NC(=O)Cn2nnc(C(=O)NCc3ccc(C)cc3)c2N)cc1` → GLP1R inv ag = 1%; HEK293 tox = 0%; DRD3 agonist = 7
# Shown for `COc1ccc(CCNC(=O)c2ccc3c(c2)N(Cc2c(F)cccc2Cl)C(=O)CS3)cc1OC` → GLP1R inv ag = 7%; HEK293 tox = -8%; DRD3 agonist = 6

# Screens (PubChem)
